FUS yeast rescue = FUS proteinopathy suppression in yeast; S. cerevisiae FUS-expressing, growth rescue, OD600, 24 h; Potency, µM (doses to about 76.6 µM), for the others: at the top dose growth rescue (activation), most hits filed as activators; AID 1347120; 0.24% of 390,000 active;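 note: potency is the fitted concentration of half-maximal effect; plate controls were DMSO vehicle for no effect and reference control for full effect; nearly all actives have a fitted effect of over 55% in size; some results filed as inactive show a strong effect at the top dose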
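Quantitative HTS measuring growth restoration of FUS-toxic yeast. Galactose-induced cells (OD 0.005) were exposed 24hr at 30C to compounds at several concentrations, then absorbance at 600 nm was recorded.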
GLP-1R inv ag = inverse agonists of human GLP-1 receptor. P43220. HEK293 GLP-1R CRE-luciferase, luminescence, 24 h; GLP-1R form is constitutively active. Potency, µM (highest dose often 38.3 µM), for the others: at the top dose activity change, negative = inhibition, usual class: inhibitors. 1.6% of 410,000 active. AID 624417; note: potency is the fitted concentration of half-maximal effect; % is set by controls: 0 for no effect and ±100 for the full control effect; nearly all actives have a fitted effect of over 55% in size
Target sequence (P43220 whole entry, looked up): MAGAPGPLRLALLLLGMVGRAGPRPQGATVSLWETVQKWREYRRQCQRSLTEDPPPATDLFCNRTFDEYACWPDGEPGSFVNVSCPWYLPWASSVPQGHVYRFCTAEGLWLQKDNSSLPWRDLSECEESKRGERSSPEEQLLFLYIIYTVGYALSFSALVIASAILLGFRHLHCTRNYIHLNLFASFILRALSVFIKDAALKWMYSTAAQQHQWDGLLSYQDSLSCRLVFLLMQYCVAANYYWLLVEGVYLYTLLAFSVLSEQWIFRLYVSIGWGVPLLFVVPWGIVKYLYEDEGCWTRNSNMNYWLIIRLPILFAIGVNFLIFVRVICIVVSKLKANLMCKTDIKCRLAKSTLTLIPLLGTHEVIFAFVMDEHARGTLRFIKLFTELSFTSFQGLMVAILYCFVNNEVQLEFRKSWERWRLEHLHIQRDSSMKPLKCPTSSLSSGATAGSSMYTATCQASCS
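Inverse agonists were sought by their lowering of basal cAMP reporter luciferase output in HEK293 cells stably carrying constitutively active human GLP-1R, after 24 h compound treatment.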
aSyn rescue = alpha-synuclein toxicity inhibition in yeast; Yeast expressing alpha-synuclein, growth rescue, BacTiter-Glo, 24 h; AID 652106; Potency, µM (doses to about 46.1 µM), inactives show at the highest dose growth rescue (activation), usual class: activators; 0.14% of 370,000 active; note: potency is the fitted concentration of half-maximal effect; % of control where 0% means no effect; nearly all actives have a fitted effect of over 65% in size
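Readout is rescue of growth in alpha-synuclein-expressing yeast, so inhibitors of toxicity appear as activators. Growth after 24 hr at 30 deg C in galactose medium is quantified by luminescence.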
TDP43 rescue = inhibitors of TDP-43 toxicity in yeast | TDP-43 expressing yeast growth rescue, BacTiter-Glo, 24 h | AID 652104 | 1.8% of 410,000 active | Potency, µM (top dose mostly 46.1 µM), for inactives: top-dose growth rescue (activation), hits mostly activators; note: potency is the fitted concentration of half-maximal effect; % of control where 0% means no effect; nearly all actives have a fitted effect of over 50% in size
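Cell-based yeast growth screen: TDP-43 expression induced in galactose, inoculum OD600=0.02 after raffinose pregrowth to mid-log. Read-out BacTiter-Glo luminescence at 24 hr, 30 deg C; inhibition of toxicity seen as signal increase.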
GLP-1R agonist = activates the human GLP-1 receptor | P43220 | HEK293 GLP-1R CRE-luciferase, luminescence, 4-6 h; cells express a hypersensitive GLP-1R form | Potency, µM (titrated, usually from 45.6 µM), for inactives: at the highest dose activation, hits mostly activators | 0.007% of 380,000 active | AID 624172; note: potency is the fitted concentration of half-maximal effect; % of control where 0% means no effect
D3 antag = antagonists of human D3 dopamine receptor; D3R cells, DiscoveRx beta-arrestin luminescence, antagonist mode; active compounds read low; P35462; max response, negative = inhibition, %; 2.5% of 360,000 active; in the data active = max response below about -50%; inconclusive = no clear call, values can overlap the other calls; note: % is set by controls: 0 for no effect and ±100 for the full control effect; mostly tested at two doses, the higher about 12 µM
Target sequence (P35462 whole entry, looked up): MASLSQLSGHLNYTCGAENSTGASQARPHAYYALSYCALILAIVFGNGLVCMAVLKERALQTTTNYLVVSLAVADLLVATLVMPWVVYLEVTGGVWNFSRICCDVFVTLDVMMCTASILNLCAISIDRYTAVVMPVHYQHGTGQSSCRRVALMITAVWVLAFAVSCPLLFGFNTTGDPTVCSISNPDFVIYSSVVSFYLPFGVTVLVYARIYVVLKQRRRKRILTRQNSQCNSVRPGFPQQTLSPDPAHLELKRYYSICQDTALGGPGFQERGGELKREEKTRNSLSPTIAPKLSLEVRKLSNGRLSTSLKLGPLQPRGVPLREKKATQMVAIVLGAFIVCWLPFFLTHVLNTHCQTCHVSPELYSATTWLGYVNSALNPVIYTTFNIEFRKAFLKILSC
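Cells plated overnight at 1500 cells/well, then exposed to library compounds with dopamine controls for 90 minutes at 37 degrees C. DiscoveRx reagent added for 30–60 minutes at room temperature; luminescence read, quantitative HTS format.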
Abeta yeast res = A-beta toxicity reversal in yeast. yeast expressing A-beta42, growth rescue, OD600, 48 h; response scale: 0% DMSO, 100% iron-clioquinol control. Potency, µM (highest dose often 46.1 µM), for inactives: at the top dose growth rescue, most hits filed as activators. 0.063% of 410,000 active; note: potency is the fitted concentration of half-maximal effect; nearly all actives have a fitted effect of over 55% in size
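Growth rescue measured by 600 nm absorbance after 48 h yeast culture at 30 C with compound. Values normalized between DMSO and an equimolar ferric chloride plus clioquinol control.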
pAkt inh = inhibitors of Akt phosphorylation; activity change, % for hits at 50 µM; 0.32% of 360,000 active; Neuro2A IGF-stimulated pAkt S473 HTRF, 20 min; active compounds read low; in the data active = activity change below about -80%; inconclusive = mostly about -51% to -80%; note: % is set by controls: 0 for no effect and ±100 for the full control effect
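Neuro2A cells (4,500/well, DMEM with 0.5% FBS) were treated with compound at a single 50 µM final concentration, stimulated with 6 nM IGF for 20 min at 37 °C, and lysed. Phospho-Akt Ser473 was read by HTRF as 665/615 ratio ×10^4.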
PTHR1 ag = PTHR1 (human) receptor agonism | Q03431 | HEK293 GP2 PTHR1 cells, GloSensor cAMP luminescence, 1 h | Potency, µM (highest dose often 115 µM), inactives show at the top dose activation, actives largely listed as activators | 0.075% of 410,000 active; note: potency is the fitted concentration of half-maximal effect; nearly all actives have a fitted effect of over 55% in size; some results filed as inactive show a strong effect at the top dose; inactives centre near -15; many of its hits are not listed in these tables
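HEK-293-derived GP2 cells expressing PTHR1 and a GloSensor cAMP reporter, 3,000/well, plated overnight, given luciferin plus IBMX (each 0.5 mM as added) for 1 h at 37 °C, then compound for 1 h at 37 °C. Luminescence was read after 15 min at room temperature.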
Active calls of the source: *; i = inactive; u = inconclusive; x = no result given; [ ] = dose if it differs, or a comment. Unless noted, calls come from the whole dose curve; as a rule, active = well fitted curve in the direction sought with a large enough effect; inconclusive = small, poorly fitted or top-dose-only effect, or another doubt; inactive = no such curve, though single readings can be large; an effect the other way counts as inactive or inconclusive. These rows are one share of the data, so the mix of outcomes need not match the whole.

SMILES	FUS yeast rescue	GLP-1R inv ag	aSyn rescue	TDP43 rescue	GLP-1R agonist	D3 antag	Abeta yeast res	pAkt inh	PTHR1 ag
COc1ccc(CCN2C(=O)CS/C2=N\NC(=O)c2ccc(C(C)(C)C)cc2)cc1OC	x	-28%	1%	4%	17%	21	10%	i	-86%[inhibitor]
CCOc1ccc(-c2cc(OC(=O)c3ccccc3)c3c(C)oc(C)c3c(=O)c2)cc1	u	11%	x	13%	x	x	9%	x	-6%
CCOC(=O)C1=C(C)N=C2SC(CC)C(=O)N2C1c1cccc(F)c1 (stereo unspecified)	9%	u	1%	16%	-13%	36	-32%[inhibitor]	i	-27%[57.5 µM]
Cc1ccc(C2(C)NC(=O)N(CC(=O)Nc3ccc(S(=O)(=O)Nc4nccs4)cc3)C2=O)cc1 (stereo unspecified)	18%	-4%	-10%	-10%	-5%	-9	-3%	i	-4%
COC(=O)[C@H](Cc1ccccc1)N1C/C=C\COc2c(Cl)cc(Cl)cc2S1(=O)=O	15%	u	3%	12%	1%	24	10%	i	-41%[inhibitor]
Cc1c(O)c(CN(C)C)cc2c1oc(=O)c1ccccc12	9%	43%[activator]	-3%	-10%	12%	-13	-18%	i	-2%
Cc1ccc([N+](=O)[O-])c2c1C(N1CC(C)OC(C)C1)C(C)(C)O2 (stereo unspecified)	22%	-27%	7%	3%	13%	2	7%	i	-10%
COc1ccc(C)cc1NC(=O)c1cc2c(s1)-c1ccccc1SC2	-2%	-11%	x	9%	x	x	-1%	x	i
Cc1nc2ccccc2c(=O)n1/N=C/c1ccc(C(C)C)cc1	-29%	u	4%	16%	2%	52	0%	i	-5%
COc1ccc(-c2csc3ncnc(N4CCN(CCO)CC4)c23)cc1	-9%	u	0%	-19%	1%	-11	-4%	i	-14%
CN(C)NC(=S)NC(=O)C12CC3CC(CC(C3)C1)C2	0%	u	0%	3%	0%	-8	-48%[inhibitor]	i	i
COc1ccc(OC)c(C(C)NC(=O)Nc2ccccc2)c1 (stereo unspecified)	-19%	-8%	-7%	16%	7%	-7	-3%	i	-5%
CC(=O)c1cccc(NC(=O)CCOc2ccccc2)c1	-1%	2%	u	-2%	1%	-2	4%	i	-36%[inhibitor]
CCn1c(NC(=O)C(C)C)c(-c2ccccc2)c(=O)c2ccccc21	-2%	7%	-1%	13%	8%	4	5%	i	i
CCOC(=O)CCCCCCCCC(=O)Nc1ccc(-n2[nH]c(=O)cc2C)cc1	x	-10%	0%	-10%	16%	13	-7%	i	-59%[inhibitor]
COc1cccc(NC(=O)c2cc(CN3C(=O)c4ccccc4C3=O)ccc2OC)c1	x	0%	1%	-4%	5%	28	8%	i	-17%
CC(C)(C)NC(=O)Cn1c(SCC(=O)Nc2nccs2)nc2ccccc21	18%	-2%	1%	-5%	1%	12	2%	i	i
C=CCn1c(O)c(N=NC(=O)CNC(=O)Cc2ccccc2)c2ccccc21	14%	16%	5%	1%	6%	8	6%	i	i
COc1ccc(/C=C/C(=O)N(CCC(N)=O)c2ccccc2)cc1S(=O)(=O)N1CCOCC1	0%	15%	2%	-10%	3%	4	-1%	i	i
C=CCN(CC=C)C(=O)CN1C(=O)c2ccccc2C1=O	54%	4%	9%	-4%	-3%	7	17%	i	i
CC1CC(C)(C)NC(=S)N1CCCC(=O)Nc1ccc(F)c(F)c1 (stereo unspecified)	0%	u	1%	10%	9%	-18	12%	i	-1%
CCCNC(=O)c1ccc2c(=O)c(O)c(C)[nH]c2c1	-9%	1%	-10%	15%	-4%	21	-19%	i	i
COc1cc2nc(CN3CCC(Cc4ccccc4)CC3)[nH]c(=O)c2cc1OC	9%	3%[0.307 µM]	-2%	-18%	-14%	-24	17%	i	i
CCN(Cc1cccs1)C(=O)CN1CCN(S(=O)(=O)c2ccc3c(c2)OCCCO3)CC1	5%	-8%	0%	23%	-1%	17	20%	i	-30%[inhibitor]
CCOC(=O)N1CCC(NC(=O)C2=CCN(S(=O)(=O)c3ccc(F)cc3)CC2)CC1	15%	-10%	-4%	6%	0%	1	-8%	i	-20%
Nc1nc(Cl)cc(Oc2ccc([N+](=O)[O-])cc2)n1	-23%	12%	-2%	1%	2%	-7	-17%	i	-28%
O=c1c2ccccc2n(CC(O)CN2CCCCC2)c2ccccc12 (stereo unspecified)	4%	-8%	1%	7%	5%	5	-6%	i	i
O=C(Nc1ccccc1SCC1CSc2nc3ccccc3c(=O)n21)c1ccccc1Cl (stereo unspecified)	2%	-10%	6%	-1%	0%	16	-4%	i	-69%[inhibitor][57.5 µM]
COc1cccc(N2C(=O)Nc3ccc(Br)cc3C2(O)C(=O)NCCCN(C)C)c1 (stereo unspecified)	1%	3%	-9%	-6%	8%	10	u	i	i
CCc1c(C)sc(NC(=O)c2ccco2)c1C#N	10%	98%[activator]	-13%	u	24%	-9	-26%	i	-42%
CCN(CC)S(=O)(=O)c1cc(NC(=O)CNc2cccc(S(=O)(=O)N3CCCC3)c2)ccc1C	25%	u	-10%	25%	-16%	8	20%	i	-40%[inhibitor]
O=C(COC(=O)CCC(=O)c1cccs1)Nc1ccc(Cl)cn1	-6%	15%	-16%	5%	6%	-8	1%	i	-14%
O=c1c(S(=O)(=O)c2cccc(Cl)c2)cn(Cc2ccccc2)c2cc(N3CCCCC3)c(F)cc12	-6%	6%	x	0%	x	x	-11%	x	-19%
COc1ccc(OC(=O)COc2cccc(C)c2)cc1	-10%	11%	-4%	-29%	-3%	-19	-17%	i	i
CC(=O)OC1CCC2(C)C3=CCC4(C)C(C(C)=O)=CCC4C3CCC2C1 (stereo unspecified)	-8%	16%	0%	14%	-5%	2	7%	i	i
CN(C)CCN(C(=O)c1ccc2ccccc2c1)c1nc2cc3c(cc2s1)OCO3	1%	u	-4%	-13%	-1%	0	-8%	i	-8%
COc1cc(CNCc2cccnc2)ccc1OCC(=O)NC1CCCCC1	26%	3%	-3%	-3%	8%	u	-5%	i	13%
CSc1nc2ccc(NC(=O)C3=NNC(=O)CC3)cc2s1	-19%	-15%	-5%	5%	13%	-4	-3%	i	-5%
O=C(O)c1ccccc1NSc1ccccc1[N+](=O)[O-]	3%	u	4%	u	0%	-11	17%	i	-12%
CC(C)C(=O)Nc1cccc(N2CCN(CCCN3C(=O)C4CCCCN4C3=O)CC2)c1 (stereo unspecified)	10%	11%	-8%	27%	-4%	-1	-11%	i	-19%
CCOc1ccc(-c2csc(/C(C#N)=C\c3ccc(O)c([N+](=O)[O-])c3)n2)cc1	x	-18%	1%	11%	-11%	9	8%	i	-26%
COC(=O)[C@@]12CCCCN1[C@H](c1ccc(-c3ccc(F)cc3)cc1)[C@@H]1C(=O)N(C)C(=O)[C@@H]12	8%	u	16%	13µM*	3%	12	20%	i	-34%[inhibitor]
COc1ccccc1-c1c(C)nn2c(N3CCN(c4ccccc4)CC3)cc(C)nc12	25%	15%	x	2%	x	x	5%	x	i
CCOc1cc(/C=N/O)ccc1OCc1ccc(C)cc1	x	u	-20%	u	4%	0	9%	i	-13%
COc1cc(NC(=O)CSCc2ccc(Cl)cc2)c(C(=O)O)cc1OC	-18%	1%	-3%	15%	-6%	9	5%	i	20%
S=C1NC2(CCCC2)Nc2ccccc21	-8%	u	11%	15%	7%	-7	u	i	i
Cc1ccccc1OCC(=O)N/N=C1\SCC(=O)N1Cc1ccccc1	x	-23%	8%	12%	-1%	9	-18%	i	-15%
Cc1ccc(NC(=O)C2CCCN(S(=O)(=O)c3cccnc3)C2)cc1C (stereo unspecified)	-4%	-24%	0%	11%	-3%	2	-1%	i	i
O=C(c1ccc(Cl)cc1)c1oc2ccccc2c1CS(=O)(=O)c1ccccc1	u	u	-11%	-28%	-9%	-23	-4%	i	i
CN(C)S(=O)(=O)c1ccc(N2CCCC2)c(C(=O)NNC(=O)COc2cccc(F)c2)c1	8%	0%	-1%	5%	13%	8	-4%	i	i
COc1cc(OC)cc(C(=O)NCC(=O)OCC(=O)NCc2ccco2)c1	x	22%	-2%	18%	4%	2	0%	i	-14%
CCOc1ccc(OCCC(=O)OCC(=O)Nc2cc(C)nn2-c2ccccc2)cc1	13%	8%	1%	12%	-3%	-30	0%	i	-17%
CC1CN(C(c2ccco2)c2sc3ncnn3c2O)CC(C)O1 (stereo unspecified)	-17%	-6%	-5%	7%	4%	6	4%	i	i
O=NN(CCc1ccncc1)c1ccc(OCc2ccccc2)cc1	18%	u	u	u	12%	8	-35%[inhibitor]	i	-33%[inhibitor]
CCOc1ccc(OCc2ccc(C(=O)N3N=C(C(F)F)CC3(O)C(F)F)o2)cc1 (stereo unspecified)	u	0%	-1%	-16%	11%	13	0%	x	u

Looked up one by one from above (5):
SMILES	FUS yeast rescue	GLP-1R inv ag	aSyn rescue	TDP43 rescue	GLP-1R agonist	D3 antag	Abeta yeast res	pAkt inh	PTHR1 ag
O=C(c1ccc(Cl)cc1)c1oc2ccccc2c1CS(=O)(=O)c1ccccc1	u	u	-11%	-28%	-9%	-23	-4%	i	i
CCOc1ccc(OCCC(=O)OCC(=O)Nc2cc(C)nn2-c2ccccc2)cc1	13%	8%	1%	12%	-3%	-30	0%	i	-17%
CCOc1ccc(OCc2ccc(C(=O)N3N=C(C(F)F)CC3(O)C(F)F)o2)cc1 (stereo unspecified)	u	0%	-1%	-16%	11%	13	0%	x	u
COc1cc(OC)cc(C(=O)NCC(=O)OCC(=O)NCc2ccco2)c1	x	22%	-2%	18%	4%	2	0%	i	-14%
O=NN(CCc1ccncc1)c1ccc(OCc2ccccc2)cc1	18%	u	u	u	12%	8	-35%[inhibitor]	i	-33%[inhibitor]

Compound activity as filed in PubChem BioAssay.
